PGK inhibitor: qHTS Assay to Find Inhibitors of Phosphoglycerate Kinase; PGK/GAPDH coupled, Kinase-Glo luminescence, 60 min; Potency, µM (highest dose often 57.5 µM), for inactives: at the highest dose activity change, negative = inhibition, usual class: inhibitors; 0.043% of 380,000 active; AID 602233, 2012; also: potency is read from the fitted curve at half-maximal effect; nearly all actives have a fitted effect of over 60% in size
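Recombinant glycosomal PGK reaction used 1,3-bisphosphoglycerate generated in-well by GAPDH (100nM final) in 100mM TEA pH 7.6, 5mM MgCl2, 0.01% Tween-20. After 60 minutes at room temperature, ATP was read by Kinase-Glo Plus luminescence end-point.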
PI4K2A inh: qHTS for small molecular inhibitors of PI4K2A; activity change, negative = inhibition, % at 76.9 µM; Phosphatidylinositol 4-kinase type 2-alpha (Homo sapiens), Q9BTU6; AID 1346378, 2018; purified PI4K2A, ADP-Glo luminescence, 1 h; stronger effect = lower value; 0.13% of 420,000 active; in the data active = activity change below about -50%;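 also: -100% = wells without enzyme as full effect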
Target sequence (Q9BTU6 whole entry, looked up): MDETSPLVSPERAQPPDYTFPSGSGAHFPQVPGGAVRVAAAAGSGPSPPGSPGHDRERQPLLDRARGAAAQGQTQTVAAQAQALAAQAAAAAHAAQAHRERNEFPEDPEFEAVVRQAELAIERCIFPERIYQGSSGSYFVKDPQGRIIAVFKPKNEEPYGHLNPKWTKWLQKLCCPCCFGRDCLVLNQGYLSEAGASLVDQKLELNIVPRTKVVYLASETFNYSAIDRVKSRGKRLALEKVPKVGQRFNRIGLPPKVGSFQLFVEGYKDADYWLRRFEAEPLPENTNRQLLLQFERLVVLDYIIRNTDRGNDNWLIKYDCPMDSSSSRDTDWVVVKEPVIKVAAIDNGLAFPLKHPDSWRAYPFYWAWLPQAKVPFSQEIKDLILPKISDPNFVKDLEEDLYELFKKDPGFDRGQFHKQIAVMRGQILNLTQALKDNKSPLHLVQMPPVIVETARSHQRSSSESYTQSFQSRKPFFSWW
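ADP-Glo luminescence measured ADP generated by PI4K2A enzyme (4 ug/mL before mixing) with 1.2 mM PI substrate (pre-mix) and 300 microM ATP (pre-mix). Tris pH7.5 buffer with MgCl2, Triton X-100; 1 h reaction at ambient temperature.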
GLS inhibitor: qHTS for Inhibitors of Glutaminase (GLS); GLS enzymatic activity, qHTS titration; 0.21% of 410,000 active; Glutaminase kidney isoform, mitochondrial (Homo sapiens), O94925; Potency, µM (top dose mostly 45.5 µM), inactives show at the highest dose activity change, negative = inhibition, actives largely listed as inhibitors; also: potency is read from the fitted curve at half-maximal effect
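Enzyme dispensed in phosphate buffer (45 mM, pH 8.2, 0.02% Tween-20), compounds pinned in, then 1 mM L-glutamine solution and the glutamate oxidase–HRP–Amplex Red mix added; fluorescence read immediately and again after 30 min at room temperature.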
* hit, by the source's call. Unless noted, calls follow the shape of the dose curve; as a rule, active = well fitted curve in the direction sought with a large enough effect; inconclusive = small, poorly fitted or top-dose-only effect, or another doubt; inactive = no such curve, though single readings can be large; an effect the other way counts as inactive or inconclusive. Unless noted, % is scaled to controls: 0 for no effect and ±100 for the full control effect. An excerpt; the hit share may differ from the screen's.

What do the screens show for `COC(=O)C[C@@H]1C[C@H]2c3cc(NC(=O)CC4CC4)ccc3O[C@H]2[C@@H](CO)O1`?
PGK inhibitor: 1%; PI4K2A inh: 1; GLS inhibitor: -3%

How did Cc1c(Cl)cccc1NC(=O)CSc1nc(=O)n(CCCN2CCOCC2)c2c1CCCC2 do in these assays?
PGK inhibitor: 0%; PI4K2A inh: -1; GLS inhibitor: -3%

How did CC1=C(C(=O)N(C(C)C)C(C)C)CC(CC(=O)NC2CCCC2)C(=O)N1Cc1ccccc1 (centres undefined) do in these assays?
PGK inhibitor: 3%; PI4K2A inh: -4; GLS inhibitor: 3%

What do the screens show for `O=C(Cc1ccc(Br)cc1)Nc1cccc(S(=O)(=O)N2CCCCC2)c1`?
PGK inhibitor: -3%; PI4K2A inh: -4; GLS inhibitor: -1%

What do the screens show for `C/C=C/c1ccc2c(c1)O[C@H](CN(C)C(=O)NC1CCCC1)[C@H](C)CN([C@H](C)CO)S2(=O)=O`?
PGK inhibitor: 4%; PI4K2A inh: 3; GLS inhibitor: 11%

What do the screens show for `Cc1cc(S(=O)(=O)N2CCCCC2CCNC(=O)C(=O)NCCN2CCOCC2)ccc1F` (centres undefined)?
PGK inhibitor: 3%; PI4K2A inh: -4; GLS inhibitor: 11%

What do the screens show for `Cc1cccc(NC(=O)CCc2ccc(N3C(N)=NC(N)=NC3(C)C)cc2)c1`?
PGK inhibitor: 6%; PI4K2A inh: 2; GLS inhibitor: -1%

Results for COc1ccc(-n2ccnc2SCC(=O)c2c(N)n(C3CC3)c(=O)[nH]c2=O)cc1 ?
PGK inhibitor: 1%; PI4K2A inh: -2; GLS inhibitor: 0%

Results for COc1ccc(NC(=O)CSc2nnnn2C2CCCC2)cc1S(=O)(=O)N1CCOCC1 ?
PGK inhibitor: -7%; PI4K2A inh: -2; GLS inhibitor: -7%

Results for COc1ccc([C@H]2C[C@H](O)[C@@H](n3cc(-c4ccc(F)cc4)nn3)CN2CC2CCCCC2)cc1 ?
PGK inhibitor: -2%; PI4K2A inh: 0; GLS inhibitor: 1%

What do the screens show for `Nc1c(C(=O)Nc2ccc(Br)cc2)sc2nc(N3CCOCC3)c3c(c12)CCCC3`?
PGK inhibitor: -8%; PI4K2A inh: -2; GLS inhibitor: -1%

What do the screens show for `CCCC(=O)Nc1ccc(S(=O)(=O)N2CCc3ccccc32)cc1`?
PGK inhibitor: 0%; PI4K2A inh: 5; GLS inhibitor: -6%

Results for CCOC(=O)c1c(C)[nH]c(C(=O)OC(C)C(=O)NC2(C#N)CCCCC2)c1C (centres undefined) ?
PGK inhibitor: 7%; PI4K2A inh: -1; GLS inhibitor: -1%

Results for CCC(Sc1nc2ccsc2c(=O)n1Cc1ccc(C(=O)O)cc1)C(=O)Nc1cccc(OC)c1 (centres undefined) ?
PGK inhibitor: inactive; PI4K2A inh: 2; GLS inhibitor: 4%

How did C[C@@H]1CCCCO[C@H](CN(C)Cc2ccccc2)[C@@H](C)CN([C@H](C)CO)C(=O)c2cc(NC(=O)c3ccccc3)ccc2O1 do in these assays?
PGK inhibitor: 3%; PI4K2A inh: -1; GLS inhibitor: 5%

Results for O=C(OCc1cn([C@@H]2CN(CC3CCCCC3)[C@@H](c3ccc(Cl)cc3)C[C@H]2O)nn1)c1ccccc1 ?
PGK inhibitor: -1%; PI4K2A inh: -1; GLS inhibitor: 2%

What do the screens show for `C[C@@H]1CN([C@@H](C)CO)C(=O)CCCn2cc(nn2)CO[C@H]1CN(C)S(=O)(=O)c1cccc(C#N)c1`?
PGK inhibitor: 6%; PI4K2A inh: 1; GLS inhibitor: -1%

How did CSC[C@H]1CN(c2ccccc2)C(=O)[C@@H]1CC(=O)Nc1ccc(Br)cc1 do in these assays?
PGK inhibitor: 6%; PI4K2A inh: -3; GLS inhibitor: -1%

What do the screens show for `COc1ccc(C(=O)Nc2ccccc2C(=O)NC2CC2)c(OC)c1OC`?
PGK inhibitor: 0%; PI4K2A inh: 4; GLS inhibitor: -3%

How did O=C(C1CCCCC1)N1C[C@H](O)[C@@H](n2cc(C3CC3)nn2)C[C@@H]1c1ccccc1 do in these assays?
PGK inhibitor: -6%; PI4K2A inh: 4; GLS inhibitor: -7%

Results for Cc1cccc(NC(=O)COC(=O)CN2C(=O)c3ccccc3C2=O)c1C ?
PGK inhibitor: -6%; PI4K2A inh: -2; GLS inhibitor: 2%

Results for O=C(COC(=O)c1cccc(S(=O)(=O)N2CCCC2)c1)c1ccc(F)cc1 ?
PGK inhibitor: -4%; PI4K2A inh: -2; GLS inhibitor: 4%

How did Cc1ccc2nc(N)nnc2c1 do in these assays?
PGK inhibitor: inactive; PI4K2A inh: 9; GLS inhibitor: -5%

What do the screens show for `Cc1ccc([C@H]2C[C@H](O)[C@@H](n3cc(C4CC4)nn3)CN2CC2CCCCC2)cc1`?
PGK inhibitor: -10%; PI4K2A inh: 1; GLS inhibitor: -4%

Results for Cc1ccc(S(=O)(=O)N=N/C=C2\C=CC=CN2O)cc1 ?
PGK inhibitor: -2%; PI4K2A inh: -5; GLS inhibitor: 7%

What do the screens show for `COc1ccc(OC)c(C=Cc2ccc([N+](=O)[O-])cc2)c1`?
PGK inhibitor: inactive; PI4K2A inh: -3; GLS inhibitor: 1%

Results for CC(=O)Nc1ccc(C=CC(=O)c2ccc([N+](=O)[O-])cc2)cc1 ?
PGK inhibitor: 12%; PI4K2A inh: -2; GLS inhibitor: 0%

What do the screens show for `Cc1noc(C)c1NC(=O)N(C)C[C@@H]1Oc2ncc(C#CC3CC3)cc2C(=O)N([C@@H](C)CO)C[C@@H]1C`?
PGK inhibitor: 7%; PI4K2A inh: -3; GLS inhibitor: 1%

How did O=C1Nc2cc(C(=O)NCCN3CCCCCC3)ccc2S/C1=C/c1ccccc1F do in these assays?
PGK inhibitor: -3%; PI4K2A inh: -2; GLS inhibitor: 0%

What do the screens show for `COc1ccc(CCNCCC(c2ccccc2)c2ccccc2)cc1OC`?
PGK inhibitor: -3%; PI4K2A inh: -4; GLS inhibitor: 0%

Results for Cc1ccsc1C(=O)OCC(=O)NC1CCCCC1 ?
PGK inhibitor: inactive; PI4K2A inh: -7; GLS inhibitor: 1%

What do the screens show for `COc1ccc(C(CNC(=O)c2ccc(OCc3cscn3)cc2)N2CCCC2)cc1` (centres undefined)?
PGK inhibitor: 2%; PI4K2A inh: -5; GLS inhibitor: 9%

Results for CCOC(=O)c1c(C)[nH]c(C(=O)OCC(=O)NCc2ccco2)c1C ?
PGK inhibitor: -7%; PI4K2A inh: -2; GLS inhibitor: 0%

Results for CCc1c(O)nc(SCC(=O)Nc2ccccc2)n(-c2ccccc2C)c1=O ?
PGK inhibitor: 6%; PI4K2A inh: 4; GLS inhibitor: 4%

How did COc1ccc(C(=O)CSc2nc3nn(-c4ccccc4)c(=O)c-3c3n2CCCCC3)c(OC)c1 do in these assays?
PGK inhibitor: inactive; PI4K2A inh: 1; GLS inhibitor: -1%

What do the screens show for `NC(CSC(c1ccccc1)(c1ccccc1)c1ccc2c(c1)OCO2)C(=O)O` (centres undefined)?
PGK inhibitor: -8%; PI4K2A inh: -6; GLS inhibitor: -2%

How did CCCCCCN1C[C@H](n2cc(-c3ccc(F)cc3)nn2)[C@@H](O)C[C@@H]1c1ccc(Cl)cc1 do in these assays?
PGK inhibitor: inactive; PI4K2A inh: -2; GLS inhibitor: 1%

How did Cc1ccc(S(=O)(=O)N2CCOCC2)cc1NC(=O)c1ccncc1 do in these assays?
PGK inhibitor: -9%; PI4K2A inh: -2; GLS inhibitor: 0%

Some of these compounds in order of length of the SMILES, rising:
What do the screens show for `COc1ccc(CCNCCC(c2ccccc2)c2ccccc2)cc1OC`?
PGK inhibitor: -3%; PI4K2A inh: -4; GLS inhibitor: 0%

What do the screens show for `CCCC(=O)Nc1ccc(S(=O)(=O)N2CCc3ccccc32)cc1`?
PGK inhibitor: 0%; PI4K2A inh: 5; GLS inhibitor: -6%

Results for CCOC(=O)c1c(C)[nH]c(C(=O)OCC(=O)NCc2ccco2)c1C ?
PGK inhibitor: -7%; PI4K2A inh: -2; GLS inhibitor: 0%

How did O=C1Nc2cc(C(=O)NCCN3CCCCCC3)ccc2S/C1=C/c1ccccc1F do in these assays?
PGK inhibitor: -3%; PI4K2A inh: -2; GLS inhibitor: 0%

How did Cc1c(Cl)cccc1NC(=O)CSc1nc(=O)n(CCCN2CCOCC2)c2c1CCCC2 do in these assays?
PGK inhibitor: 0%; PI4K2A inh: -1; GLS inhibitor: -3%

What do the screens show for `Cc1cc(S(=O)(=O)N2CCCCC2CCNC(=O)C(=O)NCCN2CCOCC2)ccc1F` (centres undefined)?
PGK inhibitor: 3%; PI4K2A inh: -4; GLS inhibitor: 11%

How did CC1=C(C(=O)N(C(C)C)C(C)C)CC(CC(=O)NC2CCCC2)C(=O)N1Cc1ccccc1 (centres undefined) do in these assays?
PGK inhibitor: 3%; PI4K2A inh: -4; GLS inhibitor: 3%

Results for O=C(OCc1cn([C@@H]2CN(CC3CCCCC3)[C@@H](c3ccc(Cl)cc3)C[C@H]2O)nn1)c1ccccc1 ?
PGK inhibitor: -1%; PI4K2A inh: -1; GLS inhibitor: 2%

What do the screens show for `C[C@@H]1CN([C@@H](C)CO)C(=O)CCCn2cc(nn2)CO[C@H]1CN(C)S(=O)(=O)c1cccc(C#N)c1`?
PGK inhibitor: 6%; PI4K2A inh: 1; GLS inhibitor: -1%

What do the screens show for `Cc1noc(C)c1NC(=O)N(C)C[C@@H]1Oc2ncc(C#CC3CC3)cc2C(=O)N([C@@H](C)CO)C[C@@H]1C`?
PGK inhibitor: 7%; PI4K2A inh: -3; GLS inhibitor: 1%

High-throughput results: PubChem, National Center for Advancing Translational Sciences (NCATS)
